# High-throughput results as filed in PubChem BioAssay.
# CF NFkB inh = cystic fibrosis NF-kB activation inhibition. KKLEB NF-kB-GFP reporter, PAF-induced, GFP fluorescence overnight. inhibition, % at 5 µM. 360,000 tested, 0.86% active;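 active = at least 50% inhibition at 5 µM, scaled per plate between neutral and stimulator controls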;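 note: PAF is a Pseudomonas aeruginosa culture filtrate used as stimulus; plate controls were PAF-stimulated DMSO wells for no effect and unstimulated DMSO wells for full effect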
# KKLEB tox = CF airway cell cytotoxicity counter-screen; KKLEB CF airway cells viability, ATPlite luminescence, overnight; active compounds read low; cells stimulated with P. aeruginosa culture filtrate; activity change (cytotoxicity), % at 5 µM; 360,000 tested, 0.36% active;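 active = corrected activity change at or below -50% at 5 µM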
# TROY signal inh = blocks TROY-dependent signaling in reporter cells | Q293 LMP1-TROYcd NF-kB luciferase reporter, 4 h | inhibition, % at 10 µM | 360,000 tested, 0.98% active | AID 1347056;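 active = compounds whose plate-normalised and pattern-corrected inhibition of the luciferase reporter signal at the single screening dose is 50% or more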
# EBV LMP1 NFkB = Epstein-Barr LMP1 NF-kappaB reporter inhibition. LMP1-induced NF-kappaB luciferase reporter cells, luminescence. AID 504558. inhibition, % at 12.5 µM. 350,000 tested, 0.69% active; in the data active = inhibition above about 41%;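 note: 0% = neutral control wells and 100% = reference inhibitor control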
# NCOA3 inh = inhibitors of human steroid receptor coactivator 3 (SRC3). HEK293 GAL4-SRC3 luciferase reporter, luminescence. Q9Y6Q9. inhibition, % at 3.6 µM. 360,000 tested, 0.17% active;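 active = inhibition above a per-campaign cutoff, the mean of all compounds plus 3 SD, cut at about 60% in these data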;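 note: 0% = DMSO-treated cells and 100% = gossypol-treated cells at 36 µM; higher means less SRC3-driven luciferase light from the GAL4 reporter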
# Target sequence (Q9Y6Q9 whole entry, looked up, the tested form may be a part): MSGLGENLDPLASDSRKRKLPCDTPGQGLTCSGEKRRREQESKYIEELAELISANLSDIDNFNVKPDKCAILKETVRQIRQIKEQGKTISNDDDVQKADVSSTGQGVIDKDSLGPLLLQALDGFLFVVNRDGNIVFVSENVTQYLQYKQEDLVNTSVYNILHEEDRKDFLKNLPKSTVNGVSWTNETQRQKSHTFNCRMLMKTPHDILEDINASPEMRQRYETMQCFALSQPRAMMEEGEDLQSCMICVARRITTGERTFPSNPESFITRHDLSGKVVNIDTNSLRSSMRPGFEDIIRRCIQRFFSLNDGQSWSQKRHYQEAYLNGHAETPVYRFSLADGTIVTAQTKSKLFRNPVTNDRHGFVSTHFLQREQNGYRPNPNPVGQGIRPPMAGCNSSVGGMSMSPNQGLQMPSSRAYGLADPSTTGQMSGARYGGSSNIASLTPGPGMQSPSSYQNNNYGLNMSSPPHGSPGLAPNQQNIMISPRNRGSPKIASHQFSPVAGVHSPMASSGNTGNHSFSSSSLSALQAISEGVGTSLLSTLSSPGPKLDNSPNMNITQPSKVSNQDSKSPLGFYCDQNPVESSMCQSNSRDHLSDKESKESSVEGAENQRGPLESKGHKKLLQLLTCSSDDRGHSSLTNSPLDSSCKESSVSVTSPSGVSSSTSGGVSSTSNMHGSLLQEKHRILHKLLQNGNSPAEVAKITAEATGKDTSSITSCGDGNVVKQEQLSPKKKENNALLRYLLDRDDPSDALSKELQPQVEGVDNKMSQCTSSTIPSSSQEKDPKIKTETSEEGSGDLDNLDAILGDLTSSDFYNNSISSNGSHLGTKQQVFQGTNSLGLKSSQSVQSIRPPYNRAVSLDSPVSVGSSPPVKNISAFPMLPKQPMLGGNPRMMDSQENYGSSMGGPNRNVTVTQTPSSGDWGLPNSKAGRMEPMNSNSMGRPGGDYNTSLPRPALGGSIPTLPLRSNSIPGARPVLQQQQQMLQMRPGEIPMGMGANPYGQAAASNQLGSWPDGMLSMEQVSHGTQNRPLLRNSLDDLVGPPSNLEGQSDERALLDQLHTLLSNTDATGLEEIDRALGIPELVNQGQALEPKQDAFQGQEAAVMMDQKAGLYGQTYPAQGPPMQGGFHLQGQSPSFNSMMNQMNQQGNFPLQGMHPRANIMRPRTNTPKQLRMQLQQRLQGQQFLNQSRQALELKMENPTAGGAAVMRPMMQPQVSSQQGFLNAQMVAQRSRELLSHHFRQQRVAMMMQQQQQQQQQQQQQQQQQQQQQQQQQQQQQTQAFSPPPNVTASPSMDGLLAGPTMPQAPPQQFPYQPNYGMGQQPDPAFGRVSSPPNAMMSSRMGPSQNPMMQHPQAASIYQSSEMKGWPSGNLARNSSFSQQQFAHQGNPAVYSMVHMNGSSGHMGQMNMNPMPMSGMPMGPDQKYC
# COUP-TFII inh = NR2F2 (human) inhibition, primary screen | HEK293T NGFI-A luciferase reporter, luminescence | 370,000 tested, 0.7% active | P24468 | inhibition, % at 8.6 µM;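 active = inhibition above a per-plate cutoff, mean inhibition of test wells between control levels plus 3 SD, cut at about 38% in these data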;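 note: cells cotransfected with COUP-TFII expression vector driving the NGFI-A reporter; 0% = median of COUP-TF2 test wells and 100% = reporter-only cells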
# TWEAK-Fn14 inh = TWEAK-Fn14 signaling inhibition. TWEAK-stimulated Fn14 reporter cells, luciferase luminescence, 8 h. inhibition, % at 10 µM. 360,000 tested, 2% active; in the data active = inhibition above about 50%
# TRAIL sens C8 = caspase-8 TRAIL sensitization; NB7+C8 cells + TRAIL, ATPlite viability luminescence; inhibition (viability loss, TRAIL sensitization), % at 10 µM; 360,000 tested, 1% active;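 active = compounds causing at least 50% loss of cell viability in the single-dose screen, relative to plate controls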
# NCOA2 inhibitor = human SRC2 (NCOA2) inhibition | inhibition, % at 9 µM | HEK293 GAL4-SRC2 luciferase reporter, luminescence | 370,000 tested, 0.17% active | Q15596 | AID 651957;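 active = inhibition above the mean inhibition of all tested compounds plus 3 SD, set per campaign, cut at about 52% in these data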;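 note: 0% = DMSO treated cells and 100% = cells given Gossypol at 36 µM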
# LRH-1 inv ag = NR5A2 inverse agonism in reporter assay. O00482. HEK293T StAR-luciferase reporter, LRH-1 transfected, 24 h. inhibition, % at 3.6 µM. 360,000 tested, 0.13% active. AID 602396;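 active = inhibition above the mean inhibition of all tested compounds plus 3 SD, cut at about 73% in these data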;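 note: 0% = DMSO wells and 100% = reporter-only cells lacking LRH-1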
# NCOA1 inh = inhibitors of human steroid receptor coactivator 1 (SRC1). 360,000 tested, 0.12% active. HEK293 GAL4-SRC1 luciferase reporter, luminescence. inhibition, % at 3.6 µM. Q15788;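 active = inhibition above the campaign mean plus 3 SD, with each screening campaign given its own cutoff, cut at about 60% in these data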;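 note: 0% = DMSO treated cells and 100% = gossypol at 36 µM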
# * hit, by the source's call; . = not tested or not shown.
SMILES,CF NFkB inh,KKLEB tox,TROY signal inh,EBV LMP1 NFkB,NCOA3 inh,COUP-TFII inh,TWEAK-Fn14 inh,TRAIL sens C8,NCOA2 inhibitor,LRH-1 inv ag,NCOA1 inh
Cc1ccccc1N1C(=O)NC(=O)/C(=C\c2cnn(-c3ccccc3)c2)C1=O,-16.1,0.6,6.8,-2.2,7.9,0.0,12.5,-7.7,19.1,-32.4,-10.7
CCC1(OC(=O)CN)C(=O)OCc2c1cc1n(c2=O)Cc2cc3ccccc3nc2-1 (stereo unspecified),79.2*,-33.5,68.9*,80.6*,69.4*,.,81.6*,30.7,.,86.7*,26.8
O=C1NC(=O)C(=CN2CCc3ccccc32)C(=O)N1,7.7,-7.8,15.5,-8.0,27.1,15.0,8.6,-4.3,-4.9,22.1,-0.3
CN1CCN(c2ccc(/C=C3\C(=O)NC(=S)N(c4cccc(Br)c4)C3=O)o2)CC1,-10.9,3.8,-3.3,-19.5,5.0,-0.6,3.6,-0.8,-1.4,-2.5,2.4
COc1ccc2c3c1OC1C(=O)CC[C@@]4(O)[C@@H](C2)N(CC2CC2)CC[C@]314 (stereo partly specified),-0.3,1.2,-4.9,-1.8,12.3,14.7,7.3,-8.1,3.3,10.1,-1.3
c1ccc2c(c1)CNc1ccccc1O2,-14.3,16.2,-1.8,-3.3,13.8,7.9,11.0,-9.3,-4.2,-6.2,5.7
CC(=O)c1cccc(NC(=O)N2C[C@H]3C[C@@H](C2)c2cccc(=O)n2C3)c1,-7.6,-2.6,6.3,1.4,-11.1,-0.9,-21.6,-12.1,13.4,-21.5,10.1
CCCOc1ccccc1NP(=O)(Oc1ccccc1)Oc1ccccc1,11.1,-4.2,5.6,-10.3,-4.2,7.1,-23.4,2.9,27.1,8.7,12.8
O=C(Cn1c(NCCCl)nc2ccccc21)c1ccc(Br)cc1,5.8,-19.7,-10.6,7.9,9.5,19.2,15.7,2.4,1.7,-16.4,4.1
C#C[C@]1(O)CCC2C3C(=O)C=C4C=CCC[C@]4(C)C3CC[C@@]21C (stereo partly specified),-0.5,-7.1,6.0,.,-42.9,-10.3,-13.4,-9.1,-6.1,12.5,-4.6
COC1=CCC2([N+](=O)[O-])CN(C)CC1([N+](=O)[O-])C2 (stereo unspecified),11.6,-17.2,-8.0,1.9,-3.2,-4.8,6.0,-0.3,-2.2,0.1,-0.3
COc1ccc(C(CNC(=O)Cc2ccc(Cl)c(Cl)c2)N2CCCCC2)cc1 (stereo unspecified),-5.2,-6.4,-2.0,-0.5,8.2,-13.0,1.4,26.8,-4.1,-12.0,-20.6
C=CC[C@@H](C)CC(=O)C(CCCN=[N+]=[N-])SOOc1ccccc1 (stereo partly specified),1.8,5.2,-2.9,4.6,12.7,0.6,3.6,0.3,-28.5,5.7,-1.0
CCN1CCC(N(C)C2CCCCC2)CC1,16.5,-10.2,9.6,18.8,-7.2,7.5,-5.7,29.9,14.7,7.0,6.2
COc1ccc(CNCCc2ccccc2F)c(OC)c1C,13.0,-7.3,4.3,2.0,-8.7,4.2,-15.0,-2.3,-14.3,16.7,-3.2
CN(C)/C=C/C(=O)C(Cl)(Cl)Cl,-8.7,3.9,17.6,-7.9,-0.2,8.9,-5.2,4.2,0.8,1.4,0.8
Cc1c(C)c2ccc(OCC(=O)N3C[C@H]4C[C@@H](C3)c3cccc(=O)n3C4)cc2oc1=O,-51.2,-0.6,-15.9,10.0,15.2,-8.0,-15.9,25.1,-24.8,34.9,9.0
CN(CC1COc2ccccc2O1)c1nc(-c2cccnc2)nc2ccccc12 (stereo unspecified),0.8,0.7,20.6,0.7,3.6,-1.6,32.3,9.9,-4.8,-10.2,6.3
CCN1CCC2(CC1)NC(=O)c1ccccc1O2,13.9,-11.6,7.2,2.7,23.0,1.4,7.6,-0.2,-3.2,1.0,-10.1
COc1ccccc1CCNC1CCC(C)CC1 (stereo unspecified),10.4,-3.3,-10.6,1.3,5.4,9.6,-6.6,-7.5,19.0,1.0,3.9
CC=CC(C)=CC(C)C(=O)CC(O)CC1CC(=O)NC(=O)C1 (stereo unspecified),26.1,-11.5,29.4,13.7,-0.4,39.4*,2.9,10.5,-13.0,40.6,20.8
CCCCn1c(O)c(C(C)=NCCCN(CC)CC)c(=O)[nH]c1=O,2.6,9.9,8.6,3.1,-2.6,1.6,2.1,-6.0,-10.3,-0.9,4.2
Cc1ccc(OCC(=O)N2CCN(Cc3ccc4c(c3)OCO4)CC2)cc1C,-16.5,-3.0,26.4,3.8,-5.3,4.5,-7.4,-3.8,-17.7,-4.0,-5.7
O=C(CCC(=O)N1C[C@H]2C[C@@H](C1)c1cccc(=O)n1C2)NCc1ccccc1,-3.8,13.1,6.5,-3.5,10.6,-9.4,21.6,1.2,-17.3,-17.7,-25.1
CCn1c(=O)n(CC(=O)N2CCC3(CC2)OCCO3)c(=O)c2ccccc21,4.1,-2.0,7.5,-6.5,10.1,3.9,2.4,-8.3,5.6,0.6,-2.9

# Profiles as entered above. Order of screens: CF NFkB inh, KKLEB tox, TROY signal inh, EBV LMP1 NFkB, NCOA3 inh, COUP-TFII inh, TWEAK-Fn14 inh, TRAIL sens C8, NCOA2 inhibitor, LRH-1 inv ag, NCOA1 inh
# O=C(CCC(=O)N1C[C@H]2C[C@@H](C1)c1cccc(=O)n1C2)NCc1ccccc1 in the list: -3.8, 13.1, 6.5, -3.5, 10.6, -9.4, 21.6, 1.2, -17.3, -17.7, -25.1
# COc1ccc(CNCCc2ccccc2F)c(OC)c1C in the list: 13.0, -7.3, 4.3, 2.0, -8.7, 4.2, -15.0, -2.3, -14.3, 16.7, -3.2

# More records.
SMILES,CF NFkB inh,KKLEB tox,TROY signal inh,EBV LMP1 NFkB,NCOA3 inh,COUP-TFII inh,TWEAK-Fn14 inh,TRAIL sens C8,NCOA2 inhibitor,LRH-1 inv ag,NCOA1 inh
c1ccc2oc(-c3ccc4c(c3)CNCc3cnnn3-4)cc2c1,-17.9,-7.3,-29.5,.,-76.3,-60.2,-41.1,0.9,-93.5,-158.1,-82.7
COC(=O)C1(F)C(=O)NC(=O)NC1O (stereo unspecified),.,.,-13.5,.,.,0.7,-2.5,-1.0,11.3,-2.2,.
CSc1ccc(C(=O)C2CCCN(C)C2)cc1 (stereo unspecified),-16.7,7.6,14.7,-6.3,-20.7,-11.6,0.8,1.9,-10.5,5.7,9.3
O=C(C[N+]12CCC(CC1)C(CO)C2)c1ccc(Br)cc1 (stereo unspecified),6.7,3.8,-11.8,-5.0,-7.5,3.4,3.0,7.9,-23.2,9.3,-29.9
COC(=O)C1=C(c2cccc(OCc3ccccc3)c2)C[C@@H]2CC[C@H]1N2C(=O)NNCc1ccccc1,-11.7,18.2,2.3,3.7,-10.9,14.1,0.2,-7.5,17.2,-11.5,-6.8
Clc1ccccc1N1CCN(Cc2ccc3c(c2)OCO3)CC1,3.4,5.4,13.0,-2.9,9.8,14.6,13.0,-9.8,-28.1,5.0,1.5
CC(=O)C1CCC2C3CC(O)C4CC(O)CCC4(C)C3CCC12C (stereo unspecified),-5.8,-4.5,-12.7,1.6,22.1,2.4,-5.5,-0.9,-15.2,-26.4,-14.7
O=[N+]([O-])O[C@H]1CO[C@H]2[C@@H]1OC[C@H]2O[N+](=O)[O-],15.6,-2.9,-8.3,-5.7,6.2,11.1,14.7,-10.6,-10.7,11.6,4.3
COC(=O)c1c(C)n(Cc2ccco2)c2ccc(O)cc12,9.4,0.2,7.9,3.0,3.9,-5.0,4.1,-0.4,-5.4,7.5,2.1
COc1ccc(-n2c(O)c(/C=C3\C=Nc4ccc(Br)cc43)c(=O)[nH]c2=O)cc1,18.7,1.7,-18.0,-0.6,-11.7,24.8,20.9,10.7,16.8,19.6,1.1
CCOP(=S)(OCC)SCC(=O)NC(C)(CC)C(=O)O (stereo unspecified),3.6,-2.6,-8.6,3.9,6.1,2.3,-2.2,-11.3,14.0,-18.0,-3.1
Oc1ccc(/C=N/NP(=S)(c2ccccc2)c2ccccc2)cc1,-1.0,3.4,-32.6,-0.9,-7.8,-8.6,-3.6,4.6,-14.5,-4.6,-1.8
COc1ccccc1CCNC1C2CC3CC(C2)CC1C3 (stereo unspecified),1.0,-4.4,11.1,1.3,8.4,9.4,-9.8,10.0,3.8,2.9,-5.7
O=C(C[n+]1ccn(CCCNP2(=O)C=C(c3ccccc3)OC(c3ccccc3)=C2)c1)c1ccccc1,-3.3,-2.7,-3.3,0.5,22.1,-33.0,1.1,-1.4,-5.9,3.3,-12.7
CCOC(=O)C1C(OC(=O)c2ccccc2)CC2CCC1N2C (stereo unspecified),-2.2,0.5,-6.8,72.6*,5.3,-10.2,-6.3,-9.9,0.1,-4.5,-1.2
CC(C)CCC1(CN2CCCC2=O)C(=O)NC(=O)NC1=O,9.7,-5.8,30.6,2.2,-3.9,4.0,4.2,-15.7,4.1,7.9,-4.2
COc1ccc(/C=C/C2=CCN(C)CC2)cc1,1.6,-0.7,-42.3,-20.3,-8.4,8.5,-9.2,-3.2,-25.4,-6.6,-38.6
COC(=O)C1=C(c2ccc(F)cc2OCc2ccccc2)C[C@@H]2CC[C@H]1N2C(=O)NCc1ccccc1OC,14.8,-15.0,6.2,11.4,-0.4,-8.1,6.8,21.4,22.2,-17.3,-11.3
Cc1cccc(NC(=O)N2C[C@H]3C[C@@H](C2)c2cccc(=O)n2C3)c1,0.9,3.7,-16.1,0.5,0.8,-4.7,-2.1,-1.6,-31.6,34.6,4.3
CCCCCC1(C(C)C)C(=O)NC(=S)NC1=O,-12.8,6.1,-1.1,-1.2,1.4,23.9,14.4,-8.8,-2.5,-17.0,-5.6
O=C1CC(=O)N(c2cccc(C(F)(F)F)c2)C(=O)N1,16.4,4.1,6.6,3.8,9.8,-7.4,1.8,-6.2,27.2,6.2,-25.6

# Sorted by number of heavy atoms (rising): 3 of the compounds above.
SMILES,CF NFkB inh,KKLEB tox,TROY signal inh,EBV LMP1 NFkB,NCOA3 inh,COUP-TFII inh,TWEAK-Fn14 inh,TRAIL sens C8,NCOA2 inhibitor,LRH-1 inv ag,NCOA1 inh
CCOP(=S)(OCC)SCC(=O)NC(C)(CC)C(=O)O (stereo unspecified),3.6,-2.6,-8.6,3.9,6.1,2.3,-2.2,-11.3,14.0,-18.0,-3.1
Oc1ccc(/C=N/NP(=S)(c2ccccc2)c2ccccc2)cc1,-1.0,3.4,-32.6,-0.9,-7.8,-8.6,-3.6,4.6,-14.5,-4.6,-1.8
COC(=O)C1=C(c2cccc(OCc3ccccc3)c2)C[C@@H]2CC[C@H]1N2C(=O)NNCc1ccccc1,-11.7,18.2,2.3,3.7,-10.9,14.1,0.2,-7.5,17.2,-11.5,-6.8

# Only part of the results is shown (hit frequency here may not be typical).
